Screening results: PubChem, several laboratories
VLA-4 inh – inhibition in human VLA-4 binding assay, primary screen, VLA-4 allosteric modulator project, MLPCN library, flow cytometry, VLA-4 expressing cells. Integrin alpha-4 (Homo sapiens), P13612. ligand binding flow cytometry. inhibition, % (about 7 µM as worked out from the volumes in the protocol). hit rate 0.2% among 330,000. AID 2557, 2010; in the data active = inhibition above about 50%
RPL19A TOR yeast – RPL19A-GFP expression modulators in yeast, primary screen, cell-based, S. cerevisiae, multiplex flow cytometry, MLPCN; S. cerevisiae RPL19A-GFP strain, 3 h; stronger effect = lower value; percent response vs DMSO, % at 10 µM; hit rate 0.3% among 330,000; AID 2025, 2009;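 active = percent response vs DMSO below 50%; inconclusive = fewer than 70 events counted for the yeast strain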;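 note: median channel GFP fluorescence of the barcoded RPL19A-GFP strain; ratio of sample median GFP to plate DMSO average so 100% = DMSO; lower means less RPL19A-GFP as with rapamycin TOR inhibition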
JMJD2C inh – inhibitors of GASC-1 histone demethylase, primary screen, biochemical, fluorescence, DELFIA europium; Lysine-specific demethylase 4C (Homo sapiens), Q9H3R0; GST-JMJD2C(1-420) H3K9me3 demethylation; inhibition, % at 2.35 µM; hit rate 0.069% among 330,000; AID 2099, 2009;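 active = more than half of a compound's replicate wells show inhibition beyond 50%, single wells judged on their own value; inconclusive = some, but no more than half, of replicates pass 50% inhibition; inactive = no replicate passes 50% inhibition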;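 note: signal counts dimethyl H3K9 product captured on neutravidin plate; 0% = median of DMSO wells and 100% = 0.3 times that DMSO median; strong numbers were not always called active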
LAP4-GFP MLPCN – modulators of LAP4-GFP expression in yeast, primary screen, S. cerevisiae, multiplex flow cytometry, MLPCN library; AID 2023, 2009; hit rate 0.34% among 320,000; GFP response vs DMSO, % at 10 µM; 3 h; median GFP as percent of DMSO wells;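 active = GFP response vs DMSO above a set limit, about the screen mean plus 3 SD, cut at about 150% in these data; inconclusive = under 70 cell events counted for the yeast strain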
AGP1 TOR yeast – modulators of AGP1-GFP expression in yeast TOR pathway, primary screen, cell-based, multiplex flow cytometry, S. cerevisiae, MLPCN library. 3 h; GFP as percent of DMSO wells. AID 2066, 2009. GFP response vs DMSO, % at 10 µM. hit rate 0.02% among 320,000;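 active = GFP response relative to DMSO above a set limit, near screen average plus 3 SD, cut at about 150% in these data; inconclusive = fewer than 70 cells counted for the yeast strain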;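 note: median GFP channel fluorescence of the gated AGP1 strain per well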
MEP2-GFP yeast – modulators of MEP2-GFP levels in yeast, primary screen, S. cerevisiae, multiplex flow cytometry, MLPCN library; GFP response vs DMSO, % at 10 µM; S. cerevisiae MEP2-GFP strain, 3 h; 100% = DMSO control level; hit rate 0.51% among 330,000;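 active = GFP response versus DMSO above a set limit, roughly screen mean plus 3 SD, cut at about 180% in these data; inconclusive = fewer than 70 cells counted for a yeast strain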;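 note: median GFP fluorescence of the barcode-gated MEP2-GFP cells per well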
CIT2-GFP yeast – modulators of CIT2-GFP expression in yeast, primary screen, S. cerevisiae, GFP fusion, multiplex flow cytometry, MLPCN library | S. cerevisiae CIT2-GFP strain, 3 h; 100 means same as DMSO wells | GFP response vs DMSO, % at 10 µM | hit rate 0.065% among 320,000 | AID 2029, 2009;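 active = GFP response relative to DMSO above a set limit, near the screen mean plus 3 SD, cut at about 150% in these data; inconclusive = Fewer than 70 cells measured for a yeast strain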;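 note: ratio of well median GFP fluorescence to mean of DMSO wells on the plate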
GRK2 inh – compounds blocking aptamer binding on GRK2 – biochemical, human GRK2, bead flow cytometry, HTS, primary screen; FAM-aptamer displacement from GRK2; inhibition of aptamer binding, % at 10 µM; hit rate 0.59% among 330,000;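 active = inhibition of aptamer binding above 40%, roughly 3 SD of noise, on plates passing a quality check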;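 note: median bead fluorescence of bound FAM aptamer so fluorescent compounds give negative values; no value below 0 was filed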
Target sequence (P25098 whole entry, looked up): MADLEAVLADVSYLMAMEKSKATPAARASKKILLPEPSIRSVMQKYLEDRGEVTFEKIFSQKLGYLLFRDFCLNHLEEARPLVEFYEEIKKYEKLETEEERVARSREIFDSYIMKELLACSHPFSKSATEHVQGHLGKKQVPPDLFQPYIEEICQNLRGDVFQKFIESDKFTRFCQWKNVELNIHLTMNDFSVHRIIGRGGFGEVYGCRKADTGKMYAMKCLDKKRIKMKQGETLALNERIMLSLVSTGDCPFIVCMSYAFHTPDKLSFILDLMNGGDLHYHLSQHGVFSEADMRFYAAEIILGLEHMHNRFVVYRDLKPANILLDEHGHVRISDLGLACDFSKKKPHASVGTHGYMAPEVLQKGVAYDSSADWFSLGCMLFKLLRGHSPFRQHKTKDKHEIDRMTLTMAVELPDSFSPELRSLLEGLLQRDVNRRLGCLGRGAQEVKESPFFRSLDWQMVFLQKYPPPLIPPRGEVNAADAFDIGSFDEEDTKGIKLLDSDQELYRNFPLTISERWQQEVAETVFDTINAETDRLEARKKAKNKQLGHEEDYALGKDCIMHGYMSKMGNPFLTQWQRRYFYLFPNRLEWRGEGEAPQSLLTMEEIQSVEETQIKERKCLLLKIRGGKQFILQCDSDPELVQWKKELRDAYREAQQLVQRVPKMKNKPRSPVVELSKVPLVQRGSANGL
* marks the source's active call; other numbers are inactive results; ? = inconclusive; / = not tested or not shown; & = joins results of further samples; [ ] = dose if it differs, or a comment.

SMILES	VLA-4 inh	RPL19A TOR yeast	JMJD2C inh	LAP4-GFP MLPCN	AGP1 TOR yeast	MEP2-GFP yeast	CIT2-GFP yeast	GRK2 inh
CCOc1cc(N2CCOCC2)c(OCC)cc1NC(=O)Cn1cnnn1	-7	98	10	86	87	94	83	0
CCOc1ccc(C(=O)COC(=O)C2COc3ccccc3O2)cc1 (stereo not drawn)	-6	103	7	103	98	103	98	0
CCCCCCCCCOC1OC(CO)C(O)C(O)C1NC(C)=O (stereo not drawn)	21	97	-32	91	99	111	107	0
CCN1CCN(c2ccc(Nc3ccnc4ccccc34)cc2)CC1	38	100	5	103	104	103	100	0
O=C(COC(=O)c1cc(S(=O)(=O)N2CCOCC2)ccc1F)Nc1cc([N+](=O)[O-])ccc1F	8	106	5	91	100	108	113	1
O=C(c1ccc([N+](=O)[O-])cc1)N1CCN(C(=O)c2cccnc2)CC1	6	105	-3	94	99	112	100	3
C(=N\n1cnnc1)/c1nc2ccccc2[nH]1	-13	102	-4	99	101	101	92	1
O=C1CCC([N+](=O)[O-])C(c2ccc(Cl)cc2)N1 (stereo not drawn)	10	43*[may fluoresce violet]	-3	?	?	?	?	1
O=C(NCCc1cccs1)C1CC(c2ccc([N+](=O)[O-])cc2)=NO1 (stereo not drawn)	-1	104	7	110	99	91	108	1
O=C(NC1CC1)c1cc2cc3ccccc3nc2s1	-5	92	-1	106	113	108	137	0
COc1cc(N=Nc2ccccc2C(=O)O)ccc1O	20	103	-2	94	95	104	102	3
CC1=CC(=C(C#N)C#N)C=C(C)N1CCN1CCNCC1	11	100	-11	102	100	105	99	0
FC(F)(F)c1ccc(NCCc2ccccc2)nc1	1	104	-4	96	93	109	102	3
COc1cc(C2Nc3cccc4cccc(c34)N2)cc(OC)c1O	5	100	7	104	113	100	107	1
COC(=O)c1ccc(NC(=O)C2C3CCC(C3)C2C(=O)O)cc1 (stereo not drawn)	-15	100	22	97	101	97	93	0
O=S(=O)(Nc1ccc(N2CCCCC2)cc1)c1ccc(F)c(F)c1	24	102	-1	90	102	103	103	3
CC1CCCC(NC(=O)c2ccc(COc3ccccc3)o2)C1C (stereo not drawn)	5	95	-4	86	87	94	83	0
Oc1cc(-c2ccc(N3CCCCC3)nc2)cc2cccnc12	18	92	/	164*	87	115	97	2
COC(=O)[C@@H]1[C@H](CCc2ccccc2)NC(=O)N(Cc2ccccc2)[C@@H]1C	21	100	6	136	90	92	116	0
Cc1cccc(-n2c(O)c(C=NC3CCS(=O)(=O)C3)c3ccccc3c2=O)c1C (stereo not drawn)	13	102	-1	110	93	111	106	1
COc1ccc(C(=O)O/N=C(\N)c2ccc(OC)c(OC)c2)cc1	-16	106	-1	99	96	106	100	0
COc1ccc(/C=C(\C#N)c2c[nH]c3ccccc23)cc1	2	103	-4	97	89	99	80	0
Cc1ccc(NC(=O)CN(C)S(=O)(=O)c2cnc[nH]2)c(C)c1	4	99	10	96	109	89	97	0
O=C(NCCCNCCCNC(=O)c1ccccn1)c1ccccn1	-8	95	-8	94	97	103	101	0
O=C(CCc1nnc2ccc(N3CCOCC3)nn12)Nc1ccc(F)cc1F	4	100	1	96	104	99	114	2

Single records (already shown):
Shown for Oc1cc(-c2ccc(N3CCCCC3)nc2)cc2cccnc12 : VLA-4 inh: 18; RPL19A TOR yeast: 92; JMJD2C inh: /; LAP4-GFP MLPCN: 164*; AGP1 TOR yeast: 87; MEP2-GFP yeast: 115; CIT2-GFP yeast: 97; GRK2 inh: 2
Shown for CC1CCCC(NC(=O)c2ccc(COc3ccccc3)o2)C1C (stereo not drawn) : VLA-4 inh: 5; RPL19A TOR yeast: 95; JMJD2C inh: -4; LAP4-GFP MLPCN: 86; AGP1 TOR yeast: 87; MEP2-GFP yeast: 94; CIT2-GFP yeast: 83; GRK2 inh: 0
Shown for CCOc1cc(N2CCOCC2)c(OCC)cc1NC(=O)Cn1cnnn1 : VLA-4 inh: -7; RPL19A TOR yeast: 98; JMJD2C inh: 10; LAP4-GFP MLPCN: 86; AGP1 TOR yeast: 87; MEP2-GFP yeast: 94; CIT2-GFP yeast: 83; GRK2 inh: 0

Part of the list above in order of length of the SMILES, highest first:
SMILES	VLA-4 inh	RPL19A TOR yeast	JMJD2C inh	LAP4-GFP MLPCN	AGP1 TOR yeast	MEP2-GFP yeast	CIT2-GFP yeast	GRK2 inh
O=C(CCc1nnc2ccc(N3CCOCC3)nn12)Nc1ccc(F)cc1F	4	100	1	96	104	99	114	2
O=S(=O)(Nc1ccc(N2CCCCC2)cc1)c1ccc(F)c(F)c1	24	102	-1	90	102	103	103	3
CCOc1ccc(C(=O)COC(=O)C2COc3ccccc3O2)cc1 (stereo not drawn)	-6	103	7	103	98	103	98	0
FC(F)(F)c1ccc(NCCc2ccccc2)nc1	1	104	-4	96	93	109	102	3

RPL19A TOR yeast, entries above that show a hit.
SMILES	VLA-4 inh	RPL19A TOR yeast	JMJD2C inh	LAP4-GFP MLPCN	AGP1 TOR yeast	MEP2-GFP yeast	CIT2-GFP yeast	GRK2 inh
O=C1CCC([N+](=O)[O-])C(c2ccc(Cl)cc2)N1 (stereo not drawn)	10	43*[may fluoresce violet]	-3	?	?	?	?	1

Rewritten with the structure last: 2 of the compounds above.
VLA-4 inh | RPL19A TOR yeast | JMJD2C inh | LAP4-GFP MLPCN | AGP1 TOR yeast | MEP2-GFP yeast | CIT2-GFP yeast | GRK2 inh | smiles
20 | 103 | -2 | 94 | 95 | 104 | 102 | 3 | COc1cc(N=Nc2ccccc2C(=O)O)ccc1O
11 | 100 | -11 | 102 | 100 | 105 | 99 | 0 | CC1=CC(=C(C#N)C#N)C=C(C)N1CCN1CCNCC1

(listing goes on)
SMILES	VLA-4 inh	RPL19A TOR yeast	JMJD2C inh	LAP4-GFP MLPCN	AGP1 TOR yeast	MEP2-GFP yeast	CIT2-GFP yeast	GRK2 inh
CC(C)N(C(=S)Nc1cccc(C(F)(F)F)c1)C(C)c1ccccn1 (stereo not drawn)	0	92	0	98	84	100	91	36
O=C(Nc1ccc(F)cc1)C1CCC(CNc2c(N3CCCCC3)c(=O)c2=O)CC1 (stereo not drawn)	-3	93	-6	109	98	116	91	0
CC1(C)CCCN(C(=O)N2c3ccccc3Sc3ccccc32)C1	7	99	-22	99	100	105	96	0
COc1ccc(N2CC(C(=O)N[C@H](C(=O)NC(C)c3ccccc3)C(C)C)CC2=O)cc1 (stereo partly drawn)	5	102	-2	88	100	97	105	1
CCCOC(=O)c1cc(-c2ccc(/C=C3/C(=O)N(C)C(=O)C(C#N)=C3C)o2)ccc1Cl	-10	87	/	111	89	99	101	52*
Cc1ccccc1NC(=O)n1ncc2cc(Cl)ccc21	6	105	21	100	98	89	97	5
Cc1cccc(N2CCN(C(=O)c3oc4ccc(Br)cc4c3C)CC2)c1C	31	103	3	102	106	103	101	4
CCCCC(=O)N(CCC)CCC	5	101	2	96	94	106	98	0
COc1ccc(C(=O)Nn2c(SCC(=O)NCC3CCCO3)nc3ccccc3c2=O)cc1 (stereo not drawn)	-3	97	25&-2	102	/	98	99	1
COc1ccccc1CNC(=O)c1cc(=O)c2ccccc2o1	0	96	-1	103	96	101	100	0
C[n+]1ccc(/C=C/c2c[nH]c3ccc(F)cc23)cc1	-148	103	-4	110	93	140	112	3
COc1cc(NC(=O)CCc2nc(-c3cccs3)no2)cc(OC)c1OC	9	99	2	93	103	97	/	0
CCC(C)Sc1ccc([C@H]2N[C@@](C)(C(=O)OC)[C@H]3C(=O)N(CC)C(=O)[C@@H]23)cc1OC (stereo partly drawn)	15	94	-5	101	95	93	85	0
O=C(N/C(=C\c1ccccc1)C(=O)N1CCOCC1)c1ccccc1Br	15	99	0	93	100	92	98	2
Cc1cccc(C(=O)NCC(=O)N2CCCCCCC2)c1	10	102	8	96	97	101	92	0
O=C(C1CCC(=O)N1Cc1ccccc1Cl)N1CCN(c2cccc(Cl)c2)CC1 (stereo not drawn)	2	108	-3	106	107	108	105	0
COc1ccc(N)cc1NC(=O)CN1CCCC1	12	104	-4	94	101	106	106	0
O=C(Cn1c(C(=O)N2CCN(C3CCCC3)CC2)cc2sccc21)c1ccccc1	3	101	5	99	104	98	97	0
Cc1nnc(-c2ccccc2)o1	11	103	-4	112	108	101	102	0
CCOC(=O)c1ccc(N2C(=O)C3CCOc4ccccc4C32)cc1 (stereo not drawn)	0	100	-8	103	98	89	95	1
Cc1cc(C)c2cc3c(N)c(C(=O)Nc4c(C)[nH]c(=O)[nH]c4=O)sc3nc2c1	-2	102	-13	101	100	111	101	0
O=C(Nc1cccc(-c2cn3cccnc3n2)c1)c1cccs1	8	94	-7	102	95	89	90	2
COc1cc(/C=N/Nc2nn3cnnc3c3ccccc23)ccc1O	-11	106	4	102	106	107	118	6
CCOC(=O)C1(Cc2ccccc2C)CCCN(C(=O)CN2C(=O)CSC2=O)C1 (stereo not drawn)	18	97	-9	90	97	95	96	6
Cc1ccc(NC(=O)COc2cccc(-n3cnnn3)c2)cc1[N+](=O)[O-]	6	107	9	93	99	105	104	0
CN(CP(=O)(O)C(O)c1ccccc1)S(C)(=O)=O (stereo not drawn)	9	91	3	91	97	92	90	0
CC(=O)c1ccc(-c2ccc(C(=O)NC3CC(C)(C)NC(C)(C)C3)o2)cc1	37	100	-7	94	100	101	105	0
